inhibitors of VEEV – inhibitors of VEEV TC-83 cytopathic effect, confirmation, Vero cells (AID 588727) | Vero cells, VEEV TC-83 cytopathic effect inhibition; higher % means a stronger effect | 350,000 compounds, 0.13% hits | inhibition, % at 20 µM, or IC50 in µM where a hit was titrated; in the data active = a potency from the dose series; inconclusive = inhibition mostly from about 14% at the one dose, without a potency; inactive = the rest, 99 in 100 with inhibition below about 12%; note: strong numbers were not always called active
influenza NS1A – H1N1 influenza NS1A inhibitors, functional cell based assay (AID 504329); NS1A functional cell-based assay, percent inhibition; higher % means a stronger effect; one-dose inhibition, % at 12.5 µM; IC50 in µM for titrated hits; 340,000 compounds, 0.3% hits; in the data active = a potency from the dose series; inconclusive = inhibition above about 27% without an active follow-up result; note: strong numbers were not always called active
Salmonella PhoP GFP – PhoP regulon inhibitors, Salmonella typhi PhoP promoter GFP reporter, confirmatory (AID 1850). 310,000 compounds, 0.33% hits. inhibition, % at 50 µM; hits with a dose series show IC50 in µM. Salmonella Typhi PhoP-promoter GFP reporter, fluorescence, 4 h; higher % means a stronger effect; in the data active = a potency from the dose series; inconclusive = inhibition mostly from about 25% at the one dose, without a potency; inactive = the rest, 99 in 100 with inhibition below about 19%;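 note: 0% = induced wells with vehicle and 100% = uninduced wells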
M. tuberculosis HTS – M. tuberculosis growth inhibition, HTS (AID 449762) | M. tuberculosis H37Rv growth inhibition, 7H9 media; higher % means a stronger effect | inhibition, % at 25 µM, or IC50 in µM where a hit was titrated | 330,000 compounds, 0.59% hits; in the data active = a potency from the dose series; inconclusive = inhibition above about 70% without an active follow-up result;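 note: bacterial growth assessed after seven days of incubation; strong numbers were not always called active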
M. tuberculosis – growth inhibition of non-replicating M. tuberculosis (AID 488890) | Mycobacterium tuberculosis non-replicating, growth inhibition; higher % means a stronger effect | inhibition, % at 25 µM; hits with a dose series show IC50 in µM | 320,000 compounds, 0.39% hits; in the data active = a potency from the dose series; inconclusive = inhibition mostly from about 82% at the one dose, without a potency; inactive = the rest, 99 in 100 with inhibition below about 76%;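 note: plate controls were DMSO cells for no effect and high antibiotic wells for full effect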
An asterisk follows results filed as active; i = inactive; ? = inconclusive; . = no result given.

nr	compound	inhibitors of VEEV	influenza NS1A	Salmonella PhoP GFP	M. tuberculosis HTS	M. tuberculosis
1	NC1=NC(=O)/C(=C\c2ccc(-c3ccc(Cl)cc3)o2)S1	0.1%	4%	-18%	?	16%
2	OC1CCCCC1Sc1nc2ccccc2s1 (centres undefined)	0.5%	-2%	7%	6%	3%
3	Cc1ccc(SCC(=O)NCc2ccccc2)cc1	0.2%	-3%	-4%	2%	?
4	CCN(CC(=O)Nc1cccc(S(=O)(=O)N(C)c2ccccc2)c1)Cc1ccccc1	5.1%	-6%	.	0%	22%
5	Cc1ccc(Oc2nnc(-c3ccccc3)cc2C#N)cc1	0.7%	-5%	8%	-1%	-9%
6	COc1ccc(C2Nc3ccccc3C(=O)N2Cc2ccco2)cc1COc1ccccc1F (centres undefined)	6.7%	2%	3%	2%	0%
7	COc1ccccc1C(=O)Nc1cccc2c1CCCC2	i	-1%	0%	8%	45%
8	O=C(c1cc(S(=O)(=O)N2CCOCC2)c(Cl)cc1Cl)N1CCCC1	1.6%	-6%	.	.	.
9	CC(C)CNC(=O)CC(=O)NN=C1CCCC1	0.9%	-6%	3%	-7%	-4%
10	COc1ccccc1CNC(=O)CCn1c(=O)[nH]c2ccsc2c1=O	i	-10%	8%	-5%	-5%
11	O=c1[nH]c(=S)n(-c2ccc(Br)cc2)c2ncccc12	2.5%	-6%	12%	5%	28%
12	COc1ccc(S(=O)(=O)N2CCN(CC(=O)Nc3cc(Cl)ccc3Cl)CC2)cc1	1.1%	1%	.	-2%	-4%
13	Cc1cccc(C(C(=O)NC2CCCC2)N(C(=O)c2csnn2)C2CC2)c1 (centres undefined)	0.2%	9%	-18%	4%	-12%
14	O=C(NC1CCCC1)C(c1ccccc1)N(C(=O)c1csnn1)C1CCCC1 (centres undefined)	0.6%	2%	5%	-4%	2%
15	Cn1nccc1C(=O)NC1CCCc2c1cnn2-c1ccccc1F (centres undefined)	0.1%	-7%	0%	1%	10%
16	COc1ccc(Cc2nnc(SCC(=O)Nc3ncc(C)s3)o2)cc1	6.3%	-2%	14%	-1%	68%
17	C1CCc2c(nc3nnnn3c2NCC2CC2)C1	0.2%	7%	3%	-6%	-15%
18	Cc1ccc(OCC(=O)Oc2ccc(C)c(C)c2)cc1	1.8%	-3%	-6%	3%	?
19	Cc1ccccc1S(=O)(=O)Cc1ccc(C(=O)NCc2ccc(F)cc2)o1	0.6%	-1%	-10%	1%	22%
20	COc1ccccc1CCNC(=O)C(=O)NCC1CCCN1S(=O)(=O)c1ccccc1 (centres undefined)	9.0%	2%	8%	9%	44%
21	Cn1cc(CN2CCC(n3nccc3NC(=O)c3ccccc3Cl)CC2)cn1	3.2%	-5%	-10%	-12%	-12%
22	Cc1nc(C)c(/C(O)=C\c2nc3ccc([N+](=O)[O-])cc3oc2=O)o1	i	.	0%	8%	5%
23	O=C(Nc1cccnc1)Nc1ccc(F)c(Cl)c1	i	3%	1%	.	.
24	CCOc1ccc(N2C(=O)CC(Sc3n[nH]c(-c4ccccc4)n3)C2=O)cc1 (centres undefined)	0.1%	9%	1%	-4%	15%
25	CC1CCc2nc(NC(=O)Nc3ccc4c(c3)OCO4)sc2C1 (centres undefined)	1.4%	-2%	-1%	-1%	-17%

Only influenza NS1A and Salmonella PhoP GFP, for some of the entries so far:
No. | Structure | influenza NS1A | Salmonella PhoP GFP
22 | Cc1nc(C)c(/C(O)=C\c2nc3ccc([N+](=O)[O-])cc3oc2=O)o1 | . | 0%
23 | O=C(Nc1cccnc1)Nc1ccc(F)c(Cl)c1 | 3% | 1%
18 | Cc1ccc(OCC(=O)Oc2ccc(C)c(C)c2)cc1 | -3% | -6%
19 | Cc1ccccc1S(=O)(=O)Cc1ccc(C(=O)NCc2ccc(F)cc2)o1 | -1% | -10%
7 | COc1ccccc1C(=O)Nc1cccc2c1CCCC2 | -1% | 0%

An excerpt from above in order of molar mass, ascending:
nr	compound	inhibitors of VEEV	influenza NS1A	Salmonella PhoP GFP	M. tuberculosis HTS	M. tuberculosis
2	OC1CCCCC1Sc1nc2ccccc2s1 (centres undefined)	0.5%	-2%	7%	6%	3%
18	Cc1ccc(OCC(=O)Oc2ccc(C)c(C)c2)cc1	1.8%	-3%	-6%	3%	?
5	Cc1ccc(Oc2nnc(-c3ccccc3)cc2C#N)cc1	0.7%	-5%	8%	-1%	-9%
1	NC1=NC(=O)/C(=C\c2ccc(-c3ccc(Cl)cc3)o2)S1	0.1%	4%	-18%	?	16%
15	Cn1nccc1C(=O)NC1CCCc2c1cnn2-c1ccccc1F (centres undefined)	0.1%	-7%	0%	1%	10%
8	O=C(c1cc(S(=O)(=O)N2CCOCC2)c(Cl)cc1Cl)N1CCCC1	1.6%	-6%	.	.	.
12	COc1ccc(S(=O)(=O)N2CCN(CC(=O)Nc3cc(Cl)ccc3Cl)CC2)cc1	1.1%	1%	.	-2%	-4%

Next section.
nr	compound	inhibitors of VEEV	influenza NS1A	Salmonella PhoP GFP	M. tuberculosis HTS	M. tuberculosis
26	COc1ccc(CN(C)S(=O)(=O)c2nnc(NC(=O)c3ccccc3Br)s2)cc1	1.2%	-2%	5%	-3%	19%
27	C=CCS/C(=N\n1cnc2ccccc2c1=O)N(CC)CC	i	-4%	9%	-3%	-18%
28	CCCNC(=S)NC1CC2CCCC(C1)N2Cc1ccc(F)cc1 (centres undefined)	0.8%	3%	0%	3%	-10%
29	COCc1cc(C)n(CC(=O)N/N=C/c2ccc(-c3ccc(Cl)c(C(=O)O)c3)o2)c(=O)c1C#N	0.8%	-5%	0%	4%	17%
30	CC1Oc2ccccc2OC1(O)c1ccc2ccccc2n1 (centres undefined)	0.8%	6%	-12%	-7%	7%
31	CC(C)c1ccc(NC(=O)CN(Cc2ccccc2)S(C)(=O)=O)cc1	i	7%	-10%	4%	25%
32	NC(C(=O)O)c1cc(=O)[nH]o1 (centres undefined)	0.3%	-4%	-8%	-9%	-6%
33	Cn1nnnc1SCC(=O)c1ccco1	0.6%	15%	-9%	1%	19%
34	COc1cc(NC2=Nc3cccc4cccc2c34)cc(OC)c1OC	?	13%	-6%	-2%	-5%
35	C[C@@H]1CC=C[C@H]2[C@H]1C(=O)N(Cc1ccccc1)[C@H]2c1ccc2ccccc2c1	4.2%	8%	4%	-9%	-6%
36	CN(C)S(=O)(=O)c1ccc(C(=O)NCC(=O)Nc2ccc(F)c(F)c2)cc1	0.3%	-4%	-6%	4%	-10%
37	COc1cc(OC)cc(C(=O)NNC(=O)CN2C(=O)NC(C)(c3ccccc3)C2=O)c1 (centres undefined)	0.6%	9%	-8%	1%	-4%
38	C/C(=N\NC(=O)c1cc(C)oc1C)c1ccc2c(c1)OCO2	0.1%	-9%	-8%	1%	-10%
39	CCOCCCN1CC(C(=O)NCc2ccc3c(c2)OCO3)CC1=O (centres undefined)	1.8%	-6%	-11%	-7%	-21%
40	Cc1ccc(C)c(S(=O)(=O)N2CCN(C(=O)CCC(=O)NCc3ccc(Cl)cc3)CC2)c1	2.7%	3%	.	-9%	.
41	CCC(C)Oc1cc(-c2ccnc(Nc3cccc(Cl)c3)n2)ccn1 (centres undefined)	1.0%	-3%	-28%	64%	-1%
42	COc1ccccc1CNC(=O)C1CCCN(S(=O)(=O)c2c(C)[nH]c(=O)[nH]c2=O)C1 (centres undefined)	i	-3%	-1%	-6%	4%
43	O=C(c1cc2sccc2n1Cc1ccccc1)N1CCCc2ccccc21	1.1%	12%	3%	-7%	-3%
44	O=c1c(O)c(-c2ccc(O)c(O)c2)oc2cc(O)ccc12	0.9%	-2%	.	.	.
45	Cc1ccc(C2=NN3C(=O)c4ccccc4C3C2)cc1 (centres undefined)	i	7%	6%	45%	56%
46	COc1cc2c(cc1OC)-c1c(OC)c(OC)c(OC)c3ccnc(c13)C2=O	.	.	-4%	62%	?
47	Cc1c(NC(=O)c2c(F)cccc2F)c(=O)n(-c2ccccc2)n1C	0.9%	2%	0%	-13%	-20%
48	Cc1cc(C)cc(NC(=O)COC(=O)COc2ccc(N(C)S(=O)(=O)c3cccs3)cc2)c1	0.7%	-19%	.	2%	-7%
49	COc1ccccc1CNC(=O)c1ccc(S(=O)(=O)N2CCCC2)cc1	3.4%	2%	6%	2%	9%
50	COc1ccc(C(=O)OCC(=O)c2cc(OC)ccc2OC)c(OC)c1	5.3%	-11%	-5%	-3%	14%

(more compounds)
nr	compound	inhibitors of VEEV	influenza NS1A	Salmonella PhoP GFP	M. tuberculosis HTS	M. tuberculosis
51	CCCCCCCC(=O)Nc1ccc(C(=O)N/N=C/c2cccc([N+](=O)[O-])c2)cc1	?	9%	-7%	-13%	-14%
52	CC(=O)OCc1c(C(F)(F)F)nn(C)c1Sc1ccccc1	1.5%	-6%	-8%	8%	-3%
53	CCC(CC)C(=O)Nc1c2c(nn1-c1ccc(OC)cc1)CS(=O)(=O)C2	0.6%	-6%	-2%	-4%	-6%
54	Cc1ccc(CSC2=Nc3sccc3C3=NC(=O)CN23)cc1	i	6%	2%	3%	29%
55	CCc1nc(OCC(=O)c2ccccc2)c(C#N)c2c1COC(C)(C)C2	8.0%	3%	13%	-9%	-5%
56	O=C(C1CCC(CNc2c(N3CCCCC3)c(=O)c2=O)CC1)N1CCCC1 (centres undefined)	i	-6%	11%	-1%	-12%
57	Cc1cc(NC(c2cccnc2)c2ccc3cccnc3c2O)no1 (centres undefined)	9.1%	7.1µM*	2%	3%	11%
58	O=C(CCCCCN1C(=O)c2ccccc2C1=O)Nc1ccc2c(c1)OCCO2	1.0%	4%	10%	-3%	-2%
59	CC(C)(C)c1csc(Sc2ccc([N+](=O)[O-])cn2)n1	7.8%	29%	0%	0%	74%
60	S=C(NC1CCCCC1)NC1CC2CCC(C1)N2Cc1ccccc1 (centres undefined)	1.5%	-5%	4%	-1%	7%
61	CCC(CO)Oc1cc(NCc2ccccc2Cl)c2ncn(C(C)C)c2c1 (centres undefined)	8.5%	2%	.	9%	31%
62	Cc1ccc2[nH]c(=O)c(CN(C)C(=O)c3ccccn3)cc2c1	1.1%	1%	11%	4%	4%
63	Cc1ccc(N2CC(C(=O)Nc3cc(C(F)(F)F)ccc3N3CCCC3)CC2=O)cc1 (centres undefined)	9.9%	8%	-2%	4%	15%
64	Cc1cccc(N2CCN(CCNC(=O)c3cc4c(s3)CS(=O)(=O)C4)CC2)c1C	0.4%	-14%	-12%	-10%	3%
65	CCn1nc(C)cc1C(=O)NC1CC(C)(C)Cc2c1cnn2-c1cccc(F)c1 (centres undefined)	i	3%	10%	10%	13%
66	O=C(O)c1ccc[nH]c1=S	1.5%	-8%	-5%	1%	1%
67	Cc1[nH]c2ccccc2c1C(c1ccccn1)N1CCCC1 (centres undefined)	0.9%	10%	8%	-16%	18%
68	CCCC(=O)Nc1ccc(Cc2ccc(NC(=O)CCC)c(C(=O)O)c2)cc1C(=O)O	i	-6%	5%	-5%	-5%
69	O=C(CN1C(=O)CSc2ccc(S(=O)(=O)N3CCOCC3)cc21)NCc1cccnc1	0.1%	3%	-8%	-5%	-4%
70	CN1CCC(=NNC(=O)CN(c2ccccc2)S(=O)(=O)c2ccccc2)CC1	2.4%	-8%	2%	5%	-2%
71	O=C1COc2ccc(C(=O)COC(=O)CNC(=O)C3CCCCC3)cc2N1	1.3%	0%	2%	1%	-4%

Profiles from above. Screens in order: inhibitors of VEEV | influenza NS1A | Salmonella PhoP GFP | M. tuberculosis HTS | M. tuberculosis
Cc1ccc(Oc2nnc(-c3ccccc3)cc2C#N)cc1 as listed: 0.7% | -5% | 8% | -1% | -9%
CCC(CC)C(=O)Nc1c2c(nn1-c1ccc(OC)cc1)CS(=O)(=O)C2 as listed: 0.6% | -6% | -2% | -4% | -6%

Bioassay records as filed in PubChem.

Outcome played no part in choosing rows (roughly 1.5% active in at least one column).
